Source: PubChem (The Scripps Research Institute Molecular Screening Center)
CCHF vOTU inh – blocks the CCHF virus ovarian tumor domain protease | CCHFV vOTU protease, Pep-AMC fluorescence | inhibition, % at 11.5 µM | 370,000 compounds, 0.55% hits | AID 651958; in the data active = inhibition above about 30%; note: 0% = vehicle wells with enzyme and 100% = no enzyme wells
PrPC TRFRET – reduces human prion protein on the cell surface; AID 720596; cell surface PrPC, TR-FRET read-out; inhibition, % at 13.8 µM; 370,000 compounds, 0.43% hits; P04156; in the data active = inhibition above about 24%; note: 0% = median of the test wells and 100% = reference compound wells
* hit, by the source's call. Not all compounds are listed. The share of hits here may be higher or lower than overall.

compound	CCHF vOTU inh	PrPC TRFRET
O=C(C1CCC1)n1ccc2ccc(-c3ccc4ccn(Cc5ccccc5)c4c3)cc21	-14	7
CCCCCCN1CCS(=O)(=O)N(Cc2ccc(C)cc2)C(C(=O)OC)C1 (stereo unspecified)	14	11
Cc1ccccc1CCC[C@H](CC1CCCCC1)CN(C)C(=O)Oc1ccccc1	2	-8
Cc1ccc(NC(=O)CCS(=O)(=O)c2ccccc2)cc1C	-6	-6
COc1cc(OC)cc(C(=O)Nc2ccc(S(=O)(=O)Nc3cc(C)nc(C)n3)cc2)c1	-2	3
C=C(C)CSc1nnc(-c2cc(-c3ccccc3)n[nH]2)n1N	-5	-4
Fc1ccc(N2CCN(C3=Nc4ccccc4Sc4ccccc43)CC2)cc1	3	6
COC(=O)[C@]12C[C@H](CC(=O)N3CCN(C(=O)C4CC4)CC3)C(=O)N(Cc3ccc(Cl)cc3Cl)C1=C[C@H](C(C)C)O[C@@H]2C1CC1	7	1
CC(C)(C)c1cc(CN2CCCCC2)cc(C(C)(C)C)c1O	-4	-4
COc1ccc(S[C@]2(C(=O)N3CCN(c4ncccn4)CC3)CC(=O)N[C@@H]2c2ccc(OC)cc2)cc1	2	-2
CC(=O)N1CCCN(S(=O)(=O)c2ccc3c(c2)oc(=O)n3C)CC1	-4	-4
CCOC(=O)C1(Cc2ccccc2)CCN(Cc2cn(C(C)=O)c3ccccc23)CC1	3	-7
CCCCN(C)C(=O)CSc1nnc(-c2cccnc2)n1C1CCCCC1	-5	4
COCCCNC(=O)CN1C(=O)C2CCCCN2C(=O)c2ccccc21 (stereo unspecified)	0	-9
Cc1ccccc1C(=O)NC1CCCCN(Cc2cccc(C(F)(F)F)c2)C1=O (stereo unspecified)	11	-8
COC(=O)[C@]12C[C@H](CC(=O)N3CCSCC3)C(=O)N(Cc3cccc4ccccc34)C1=C[C@H](C(C)(C)C)O[C@@H]2C	14	1
CC1CCN(c2ccc(C(=O)O)cc2NS(=O)(=O)c2ccc(F)cc2)CC1	6	-5
C=CCN1[C@H](C)COc2cccc(N3CCCC3)c2S1(=O)=O	0	4
Cc1cc(NS(=O)(=O)c2ccc(NC(=O)CSc3nnc(-c4ccc(C(C)(C)C)cc4)n3Cc3ccco3)cc2)nc(C)n1	6	-2
Cc1ccc(-n2c(SCC(=O)C(C)(C)C)nnc2-c2cccc(C)c2)cc1	6	2

(list continues)
compound	CCHF vOTU inh	PrPC TRFRET
CCOC(=O)[C@@]12CCC3=C1N(CCC3)C(=O)[C@H](CC(=O)NCc1cccs1)C2	-1	-3
CCN(CC)C(=O)CC[C@H]1CC[C@]2(CCCN(Cc3ccccn3)C2)O1	2	2
O=c1c2cc3cc(Cl)ccc3nc2ncn1CCc1ccc(O)cc1	-5	-8
Cc1cccc(-c2cccc3c4c([nH]c23)[C@@H]2C[C@H](N(C)C(=O)OCc3ccccc3)[C@H]([C@H](C)O)CN2CC4)c1	5	-1
CCn1c(Cc2cccs2)nnc1SCC(=O)Nc1ccccc1-c1ccccc1	-4	10
COC(=O)[C@]12C[C@H](CC(=O)NCc3ccccc3)C(=O)N(Cc3ccccc3)C1=C[C@H](COCc1ccccc1)O[C@@H]2C	9	-10
CCC(c1ccc(OC)cc1)c1cn(C)c2ccccc12 (stereo unspecified)	3	-3
CCN(C)C(=O)CNc1nnnn1-c1ccccc1	-7	2
COC(=O)C[C@@H]1CC[C@H]2[C@@H](COc3ccc(NS(=O)(=O)c4ccccc4F)cc3C(=O)N2C)O1	2	6
O=C(CN1C(=O)CN=C(c2ccccc2)c2cc(Cl)ccc21)NC1CCCCC1	-1	4
Cc1nn(-c2ccccc2)c2sc(C(=O)NCCc3ccc(Cl)cc3)cc12	0	3
CCCCNC(=O)NC1CCN(CC(=O)Nc2ccc3c(c2)OCCO3)CC1	4	-8
COC(=O)[C@H](C(C)C)N(CCCc1cn(CC2CCCCC2)nn1)S(=O)(=O)c1ccc(F)cc1Br	12	9
COC(=O)C1CN(C2CCCC2)CCS(=O)(=O)N1Cc1cn(Cc2ccccc2)nn1 (stereo unspecified)	0	8
CCn1c(SCC(=O)c2ccc(-c3ccccc3)cc2)nnc1-c1ccc(C(C)(C)C)cc1	13	-1
Clc1ccc(-n2c(Cc3cccs3)nnc2SC/C=C/c2ccccc2)cc1	4	-5
CCC1CCCCN1Cc1cc(OC)c(O)c([N+](=O)[O-])c1 (stereo unspecified)	9	-4
COC(=O)C1=C(C)NC2=C(C(=O)CCC2)C1c1cccs1 (stereo unspecified)	9	5
Cc1cc(C2(c3cc(C)c(NC(=O)CN4CCOCC4)c(C)c3)CCCCC2)cc(C)c1NC(=O)CN1CCOCC1	7	1
CC1CCN(c2ccc(C(=O)O)cc2NS(=O)(=O)c2ccc(Cl)s2)CC1	13	-5

Following part:
compound	CCHF vOTU inh	PrPC TRFRET
Cc1ccc(C2=CCN(C)C(=O)N2c2ccc([N+](=O)[O-])cc2)cc1	4	5
O=C(Nc1nc2ncccn2c1-c1ccccc1)C1CC1	-44	-3
C=CC[C@@H]1NN2C(=O)[C@@H](C)[C@@H]3c4ccccc4C=NN3[C@@H]2c2ccccc21	-3	-9
O=C(CN1CCCc2ccccc21)NCc1ccccc1F	1	3
O=C(Nc1ccc(Cl)c(Cl)c1)C1CCN(c2ncccn2)CC1	3	-6
COc1cccc(N(C)C(=O)[C@@H](C)[C@@H](O)c2ccc3ccccc3c2)c1	-4	2
C=CCN(CC#CC(=C)C)CC1CC1	-1	-1
COc1ccc(C(=O)CSc2nnc(-c3ccccc3)n2-c2ccc(Cl)cc2)cc1	7	1
CC(C)N1CCCCC(NC(=O)c2ccc(F)cc2)C1=O (stereo unspecified)	2	-3
Cc1ccc(NC(=S)NNC(=O)CSc2nc3ccccc3c(=O)n2-c2ccc(Cl)cc2)cc1	9	-2
COc1ccc(S[C@]2(C(=O)N3CCCC3)CC(=O)N(C(=O)CCc3ccccc3)[C@@H]2c2ccc(OC)cc2)cc1	2	16
O=S1(=O)c2c(cccc2N2CCSCC2)Oc2ccccc2CN1Cc1cn(Cc2cccc(F)c2)nn1	4	4
CC(COc1ccccc1)CN1CCC(C(O)(c2ccccc2)c2ccccc2)CC1 (stereo unspecified)	-4	-9
Cc1ccccc1NC(=O)N(C)[C@H]1C[C@H]2c3[nH]c4c(-c5ccc6c(c5)OCO6)cccc4c3CCN2C[C@H]1[C@H](C)O	-1	-21
O=S1(=O)c2c(cccc2N2CCC[C@H]2CO)O[C@H]2CCN1C2	10	12
COc1ccc(CN2C(=O)[C@@](O)(c3cccn3C)c3cc(Br)ccc32)cc1	12	12
O=C(C1CCCN(S(=O)(=O)c2ccccc2F)C1)N1CCN(Cc2ccccc2)CC1 (stereo unspecified)	-1	5
O=C(NC1CCCC1)N1CCC(c2nc3ccc(Cl)cc3[nH]2)CC1	0	-2
Cc1ccc(NC(=S)NNC(=O)CSc2nnc(-c3ccc(C)cc3)n2C2CCCCC2)cc1	15	-4
CCOc1ccc(-c2cc(C(C)=O)c3n(c2=O)CCC3)cc1	-5	-3

Additional records
compound	CCHF vOTU inh	PrPC TRFRET
CC(NC(=O)c1ccccc1)c1nc2ccccc2n1Cc1ccccc1F (stereo unspecified)	4	-3
COC(=O)[C@]12C[C@H](CC(=O)N3CCCC3)C(=O)N(Cc3cccc4ccccc34)C1=C[C@H](COCc1ccccc1)O[C@@H]2C	29	8
CC(C)(C)OC(=O)/C=C/[C@@H](CCCCl)Sc1ccc(C(C)(C)C)cc1	3	-1
CCn1c2ccccc2c2cc(NC(=O)COC(=O)c3cc(F)ccc3F)ccc21	1	1
Cc1cc(C)cc(NC(=O)OC2CC3CC2[C@H]2CCCCN2[C@H]3Cc2ccccc2)c1 (stereo partly specified)	4	4
COc1ccc(CCNC(=O)Cn2nc(-c3ccccc3)ccc2=O)cc1	-6	-15
C/C(=N/NC(=O)CN1CCN(Cc2ccccc2Cl)CC1)c1cccc(O)c1	-4	-5
C[C@@H]1C[C@@H]2O[C@H]2CCCCC(=O)Cc2cc(O)cc(O)c2C(=O)O1	6	-1
COC(=O)[C@H]1C[C@@]2(N3CCCCC3)c3ccccc3N[C@H]2N1S(=O)(=O)c1ccc(C)cc1	4	-7
C=C(C)Cn1c(SCC(=O)NN=Cc2c(O)ccc3ccccc23)nnc1-c1ccc(Br)cc1	12	-6
Cc1nn(-c2ccccc2)c(C)c1/C=N\N1CCN(Cc2ccccc2Cl)CC1	2	9
COC(=O)C1CN(Cc2cn(Cc3ccc(C)cc3)nn2)CCS(=O)(=O)N1Cc1ccc(Cl)cc1 (stereo unspecified)	10	-4
C[C@H]1Cn2nncc2Cn2c3ccccc3c(=O)n21	-19	-7
O=C(NC1CCCCN(Cc2cccc(C(F)(F)F)c2)C1=O)c1cccc(F)c1 (stereo unspecified)	7	-5
Cc1nn(-c2ccccc2)c(C)c1C=NNC(=O)CSc1nc2ccccc2n1C	13	-2
COC(=O)C1CN(Cc2ccc(F)cc2)CCS(=O)(=O)N1Cc1ccc(F)cc1 (stereo unspecified)	8	-1
Cc1cccc(NC(=O)Nc2ccccc2C(=O)N2CCCC2)c1	-5	8
CCOC(=O)[C@]12CCCC3=C1N(CCC3)C(=O)[C@@H](CC(=O)NCCc1ccccc1OC)C2	-17	2
O=C(Nc1cccc(C(F)(F)F)c1)OCCCN1CCC2(CCC(c3ccccc3)CC2)C1=O (stereo unspecified)	20	20
CC(C)(C)N1Cc2nnn(Cc3ccccc3)c2-c2cc(N3CCCCC3)ccc2S1(=O)=O	-9	-2

Shown with two lines to a compound: part of the list above
Results follow in this order: CCHF vOTU inh | PrPC TRFRET
O=C(NC1CCCCN(Cc2cccc(C(F)(F)F)c2)C1=O)c1cccc(F)c1 (stereo unspecified)
  7 | -5
CCOC(=O)[C@]12CCCC3=C1N(CCC3)C(=O)[C@@H](CC(=O)NCCc1ccccc1OC)C2
  -17 | 2
Cc1cccc(NC(=O)Nc2ccccc2C(=O)N2CCCC2)c1
  -5 | 8
COc1ccc(CCNC(=O)Cn2nc(-c3ccccc3)ccc2=O)cc1
  -6 | -15
Cc1nn(-c2ccccc2)c(C)c1C=NNC(=O)CSc1nc2ccccc2n1C
  13 | -2

Continued.
compound	CCHF vOTU inh	PrPC TRFRET
COc1ccc(-c2nnn3c2Cn2c4ccccc4c(=O)n2[C@@H](C(C)C)C3)cc1	4	-2
CCCn1c(SCC(=O)N2CCc3ccccc32)nnc1-c1ccncc1	1	-1
CCC(C(=O)Nc1ccccc1N1CCCC1)c1ccccc1F (stereo unspecified)	8	6
O=C(NCCc1c[nH]c2ccccc12)OCc1cn(Cc2cc(F)cc(F)c2)nn1	9	22
CCCCCn1nnnc1C1(C)CCSCC(=O)N1Cc1ccco1 (stereo unspecified)	-4	7
CCOc1ccc(N(CC(=O)Nc2c(C)n(C)n(-c3ccccc3)c2=O)S(=O)(=O)c2ccc(Cl)s2)cc1	23	6
CN1Cc2nnn(Cc3ccccc3)c2-c2cc(N3CCCCC3)ccc2S1(=O)=O	3	0
Nc1[nH]c(/C=C2/CCCCC2n2[nH]c(=O)n(-c3ccccc3)c2=O)c(Cc2ccccc2)[n+]1Cc1ccccc1 (stereo unspecified)	-1	2
COCC(=O)N(C)[C@H]1C[C@H]2c3[nH]c4cccc(-c5cccc(F)c5)c4c3CCN2C(=O)[C@H]1[C@H](C)O	-15	8
O=c1c2ccccc2n(Cc2ccno2)n1[C@@H](Cc1ccccc1)Cn1cc(-c2ccc(-c3ccccc3)cc2)nn1	-1	12
COC(=O)c1cc(-c2cnc(OC)nc2OC)c(=O)n2c1CCC2	5	-2
O=C(CCc1ccccc1)N[C@H]1[C@H](OC(=O)c2ccco2)CCC[C@@]12C(=O)N(Cc1ccccc1)c1ccccc12	4	12
COc1ccc(-n2c(COc3ccc(C)cc3)nnc2SCC(=O)Nc2ccc(Oc3ccccc3)cc2)cc1	11	-2
CCCCCC(=O)NC1CCCCN(Cc2ccc(C)cc2)C1=O (stereo unspecified)	2	-4
CC1(C)CC(=O)C=C(Nc2ccccc2NC(=O)c2ccc(F)cc2F)C1	-2	-2
CCCCN1CCN(C2=Nc3ccccc3Sc3ccccc32)CC1	7	2
Cc1ccc(C(=O)NC2CCCCN(Cc3cccc(F)c3)C2=O)cc1 (stereo unspecified)	3	3
CCn1c(SCC(=O)NN=Cc2c[nH]c3ccccc23)nc2ccccc21	4	6
COc1ccc(NC(=O)NC2CCN(S(=O)(=O)c3ccc(F)cc3)CC2)cc1OC	6	14
COc1ccc(Cn2cc(COC(=O)NCC(C)C)nn2)cc1	-4	-8

Quoted from above for reference:
compound	CCHF vOTU inh	PrPC TRFRET
O=C(C1CCC1)n1ccc2ccc(-c3ccc4ccn(Cc5ccccc5)c4c3)cc21	-14	7
CCCCCCN1CCS(=O)(=O)N(Cc2ccc(C)cc2)C(C(=O)OC)C1 (stereo unspecified)	14	11

Remaining list, next part.
compound	CCHF vOTU inh	PrPC TRFRET
COCCCN1C(=O)[C@H](CC(=O)NCc2ccc(OC)c(OC)c2)[C@]2(C(=O)OC)CCCCC=C12	-2	0
Cc1cccc(NC(=O)Nc2nc3ncccn3c2-c2ccc(F)cc2)c1	-25	-10
O=S1(=O)c2c(NCc3ccco3)cccc2Oc2ccccc2CN1Cc1cn(Cc2ccccc2C(F)(F)F)nn1	1	7
Nc1nc(F)nc2c1ncn2[C@@H]1O[C@H](COP(=O)(O)O)[C@@H](O)[C@@H]1O	3	0
CC(C)C[C@@H]1COc2cc(F)ccc2S(=O)(=O)N1C	0	12
O=c1c(Cl)c(Cl)cnn1Cc1ccccc1Cl	-6	-6
COc1ccc(CCNC(=O)c2cc3c(C)nn(-c4ccccc4)c3s2)cc1OC	3	0
O=S1(=O)CC2c3ccc(F)cc3CN2CN1Cc1ccc(F)cc1 (stereo unspecified)	0	-4
